Assay outcomes: PubChem, National Center for Advancing Translational Sciences (NCATS)
Shiga inhibitor = Shiga toxin inhibition. Vero cells, Shiga toxin protein synthesis inhibition reporter. inhibition, % at 38.7 µM. actives 9.2% (n = 290,000). AID 2315; in the data active means inhibition mostly above about 28%, no sharp cut-off; inactive means mostly below about 43%; further: 0% is about no effect
Giardia FBPA inh = inhibitors of Giardia lamblia fructose-1,6-bisphosphate aldolase. A8B2U2. purified Giardia FBPA. Potency, µM (doses to about 59.6 µM), for inactives: top-dose activity, negative = inhibition, hits mostly inhibitors. actives 0.71% (n = 290,000); further: potency means the concentration at half of the fitted maximal effect; on the % scale 0 is the no-effect control and ±100 the full control effect; nearly all actives have a fitted effect of over 55% in size
Target sequence (A8B2U2 whole entry, looked up): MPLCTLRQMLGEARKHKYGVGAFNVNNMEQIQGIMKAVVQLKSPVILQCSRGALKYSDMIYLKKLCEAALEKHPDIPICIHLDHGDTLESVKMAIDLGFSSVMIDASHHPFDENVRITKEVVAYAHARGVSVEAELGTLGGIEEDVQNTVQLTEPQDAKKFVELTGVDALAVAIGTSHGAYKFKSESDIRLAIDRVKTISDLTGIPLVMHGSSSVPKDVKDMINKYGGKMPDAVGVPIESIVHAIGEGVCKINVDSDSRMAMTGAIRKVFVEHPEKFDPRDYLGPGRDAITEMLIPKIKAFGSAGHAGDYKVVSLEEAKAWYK
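40 nM FBPA preincubated 10 min at RT with compound (up to 57.5 uM final), then substrate plus GAPDH/TPI/NAD/arsenate coupling and diaphorase/resazurin added. Fluorescence read after 20 min at RT, 525/598 nm.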
Sm TGR inh = inhibitors of Schistosoma mansoni thioredoxin glutathione reductase; Potency, µM (doses to about 114 µM), inactives show top-dose activity change, negative = inhibition, actives largely listed as inhibitors; actives 3% (n = 360,000); AID 485364; purified TGR, DTNB reduction, TNB absorbance 405 nm; Q962Y6; further: potency means the concentration at half of the fitted maximal effect; on the % scale 0 is the no-effect control and ±100 the full control effect; nearly all actives have a fitted effect of over 60% in size
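Kinetic colorimetric format: TGR-catalysed, NADPH-driven DTNB reduction monitored via TNB absorbance. Enzyme dispensed at 20 nM; compound exposure 15 min at room temperature before reaction start.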
Cycloheximide cs = counter-screen for Shiga toxin inhibitors: cycloheximide protein synthesis inhibition; max response, %; actives 12% (n = 300,000); cell reporter, cycloheximide protein synthesis inhibition counterscreen; in the data active means max response mostly above about 13%, no sharp cut-off; inactive means mostly below about 14%; further: read at 38.3 µM for the half of the compounds with a filed dose; 0% is about no effect
Pf growth 48h = inhibits P. falciparum growth in the first generation, 48 h; Potency, µM (top dose mostly 28.7 µM), inactives show at the highest dose activity change, negative = inhibition, usual class: inhibitors; actives 5.9% (n = 310,000); P. falciparum luciferase growth in erythrocytes, 48 h; further: potency means the concentration at half of the fitted maximal effect; on the % scale 0 is the no-effect control and ±100 the full control effect
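Cell-based growth assay: transgenic P. falciparum expressing firefly luciferase, cultured in red cells within RPMI 1640 containing 0.5% w/v Albumax, 24 mM bicarbonate and gentamycin. A drop in luciferase activity indicates inhibition.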
Pf growth 96h = P. falciparum growth inhibition at 96 hour, primary screen for plastid delayed-death inhibitors | P. falciparum luciferase reporter growth, 96 h | Potency, µM (series often up to 28.7 µM), without a hit: at the highest dose activity change, negative = inhibition, most hits filed as inhibitors | actives 6.9% (n = 320,000) | AID 504834; further: potency means the concentration at half of the fitted maximal effect; on the % scale 0 is the no-effect control and ±100 the full control effect
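Readout is luminescence from an integrated firefly luciferase in P. falciparum. Red cells, 2% hematocrit and 0.05% parasitemia final, were cultured with compound through two parasite generations (96 hours) at 37 C, 5% CO2.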
* = called active by the depositor; i = inactive; ? = inconclusive; . = no result given; [ ] = remark or other dose. Unless noted, the call rests on the fitted dose curve; in most records, active means well fitted curve in the direction sought with a large enough effect; inconclusive means small, poorly fitted or top-dose-only effect, or another doubt; inactive means no such curve, though single readings can be large; an effect the other way counts as inactive or inconclusive.

Molecule,Pf growth 48h,Pf growth 96h,Sm TGR inh,Giardia FBPA inh,Shiga inhibitor,Cycloheximide cs
C1CCC2CCCCC2C1 (stereo unspecified),37%[activator],71%[activator],-7%,.,.,.
O=C(NCc1ccccc1)c1ccc(-c2ccccc2F)o1,62%[activator],-2%,3%,-5%,41*,52*
CCOc1cc(CNc2ccc3cn[nH]c3c2)ccc1OC,.,13µM*,-4%,?,18,2
Cn1cnnc1SCC(=O)c1ccc2c(c1)CCCC2,109%[activator],19%,-14%,?,69*,32*
CCC(=O)NNc1nc2c(C)c(C)ccc2s1,-14%,55%[activator],-15%,0%,-3,11
Nc1c2c(=O)oc(-c3ccccc3)cc2nn1-c1ccccc1,79%[activator],148%[activator],-11%,-6%,115*,38*
O=C(O/N=C1\CCS(=O)(=O)c2sccc21)C1CC1,18%,54%[activator],.,0%,-2,-3
Cc1csc(SCC(=O)N2CCCC2)n1,35%[activator],4%,1%,2%,19,-4
CCC(C)(C)NC(=O)C(c1ccncc1)N(C(=O)Cn1nnc2ccccc21)c1cc2c(cc1C(C)=O)OCO2 (stereo unspecified),?,13%,.,3%,11,-1
C/C(N)=C(/C#N)C(=O)COC(=O)c1cc2c(s1)CCCC2,93%[activator],127%[activator],-2%,0%,60*,35*
c1ccc(-c2ccccn2)nc1,-10%,-11%,13%,?,-14,-3
CN1CCN(C(=O)CN(CCc2ccccc2)S(C)(=O)=O)CC1,.,25%,-2%,4%,-3,-2
Cc1ccc(C(=O)NC2CC(C)(C)NC(C)(C)C2)cc1,-3%,?,-4%,5%,-7,-2
O=C(CCN1C(=O)/C(=C/c2cccc(Br)c2)SC1=S)NNC(=O)c1cccnc1,38%[activator],193%[activator],7%,3%,-9,2
O=C(NCCCNC(=O)c1cncc(O)c1)c1cncc(O)c1,-9%,24%,-4%,?,-8,11

Next part
Molecule,Pf growth 48h,Pf growth 96h,Sm TGR inh,Giardia FBPA inh,Shiga inhibitor,Cycloheximide cs
CC(=O)Nc1ccc(NC(=O)C(C)OC(=O)CNS(=O)(=O)c2ccc(Br)cc2Cl)cc1 (stereo unspecified),18%,26%,-1%,.,-8,-3
CCn1c(=O)cc(OCC(=O)Nc2nc(C)cs2)c2ccccc21,6%,2.1µM*,3%,4%,-1,-1
O=C(NCc1ccccn1)c1cc(S(=O)(=O)N2CCCCCC2)ccc1Cl,21%,-3%,2%,11%,-5,-1
Fc1ccc(N2N=C(c3cccs3)CC2c2ccco2)c(F)c1 (stereo unspecified),59%[activator],18%,-2%,-7%,42,16
Cc1nc(C(=O)N2CCCC(Nc3ccc(C)c(C)c3)C2)cs1 (stereo unspecified),3%,275%[activator],2%,.,-2,0
Cc1cccc(Cc2c(C)nc3nc(SCC(=O)NCc4ccco4)nn3c2C)c1,0%,5%,35µM*,0%,22,-3
COCCNC(=O)Cn1cnc2ccc(S(=O)(=O)N3CCC(C)CC3)cc2c1=O,6%,10%,31%,2%,-8,-5
O=C(Cn1cc(C(F)(F)F)cc(Cl)c1=O)Nc1cccc(S(=O)(=O)N2CCCCC2)c1,?,16%,-8%,.,.,.
Clc1ccc(OCCn2ccnc2)c2ccccc12,?,.,-31%,12%,-12,-3
COc1ccc(CNc2nc(-c3cccnc3)nn2C(=O)C(C)C)cc1,?,-17%,5%,5%,11,4
CN(C)C(=O)c1cc(C(=O)c2c(F)cccc2F)c[nH]1,37%[activator],38%[activator],5%,-2%,16,11
CN(C)C(=O)C(=O)c1cccn1-c1ccccc1C#N,.,6%,5%,-1%,19,-3
O=C1OCCC1Sc1nc2ccccc2c(=O)n1Cc1ccccc1 (stereo unspecified),-1%,5%,2%,4%,-17,-2
CCC(C)(C)NC(=O)C(c1cccn1C)N(C(=O)Cn1nnc2ccccc21)c1ccc(OC)cc1OC (stereo unspecified),8.3µM*,6%,0%,-11%,13,5
CN(C)c1ccc(CNn2cnnc2SCC(=O)NC(C)(C)C)cc1,4%,18%,0%,0%,2,-1

Other records follow.
Molecule,Pf growth 48h,Pf growth 96h,Sm TGR inh,Giardia FBPA inh,Shiga inhibitor,Cycloheximide cs
O=S(=O)(Cc1cc(Sc2ccccc2)nc(-c2ccccc2)n1)c1ccccc1,.,?,-6%,-3%,-14,5
CCN(CC)c1ccc(/C=N/n2c(=S)[nH]nc(C)c2=O)cc1,40%[activator],2%,0%,?,14,-2
O=C(CN1CCOCC1)NN1CC(=O)N(c2ccc(Cl)cc2)CC1=O,-6%,-3%,-2%,-1%,-7,-2
NC(=O)C1CCN(C(=O)c2ccc3ccccc3c2)CC1,52%[activator],16%,-3%,-7%,33*,17*
Cc1ccc(S(=O)(=O)N2CCOCC2)cc1NC(=O)CSc1nnc(C2CC2)n1C1CC1,-2%,-14%,4%,.,.,.
Nc1cc2c([N+](=O)[O-])cccc2o1,36%[activator],0%,6%,-6%,-4,-1
COc1ccc(CCNC(=O)C2CCN(S(=O)(=O)c3ccc(Cl)cc3)CC2)cc1OC,?,12%,-5%,6%,9,-1
COc1ccc(OC)c(-c2csc(N(Cc3ccco3)C(=O)c3cccs3)n2)c1,9.3µM*,?,-22%,-6%,-4,11
Cc1c(C)c2ccc(O[C@@H]3O[C@H](CO)[C@H](O)[C@H](O)[C@H]3O)c(C)c2oc1=O,17%,15%,12%,2%,6,6
O=C(CN1CCOCC1)N/N=C/c1ccccc1,7%,25%,1%,6%,4,-2
CCOC(=O)C1CCN(c2c(NCc3ccc(C(=O)NC4CCCC4)cc3)c(=O)c2=O)CC1,.,?,6%,-4%,-16,-1
Cc1cc(C)n(CC(O)COc2ccc(C(C)(C)C)cc2)n1 (stereo unspecified),-23%,?,-18%,.,-1,11
CC(C)CC(NC(=O)C(COCc1ccccc1)NC(=O)OC(C)(C)C)C(=O)NN (stereo unspecified),?,-35%,1%,7%,-7,11
COc1ccc(OCC(=O)NNC(=O)c2cc3ccccc3o2)cc1,0%,-9%,9%,-1%,-4,-4
Cc1ccc(C)c(S(=O)(=O)N2CCN(C(=O)CSc3ccccc3)CC2)c1,15%,-11%,-31%,.,-22,0

Full records, quoted from the list. Order of screens: Pf growth 48h | Pf growth 96h | Sm TGR inh | Giardia FBPA inh | Shiga inhibitor | Cycloheximide cs
Cc1ccc(S(=O)(=O)N2CCOCC2)cc1NC(=O)CSc1nnc(C2CC2)n1C1CC1 is entered as -2% | -14% | 4% | . | . | .
COc1ccc(OCC(=O)NNC(=O)c2cc3ccccc3o2)cc1 is entered as 0% | -9% | 9% | -1% | -4 | -4
CC(C)CC(NC(=O)C(COCc1ccccc1)NC(=O)OC(C)(C)C)C(=O)NN (stereo unspecified) is entered as ? | -35% | 1% | 7% | -7 | 11
NC(=O)C1CCN(C(=O)c2ccc3ccccc3c2)CC1 is entered as 52%[activator] | 16% | -3% | -7% | 33* | 17*

Next results
Molecule,Pf growth 48h,Pf growth 96h,Sm TGR inh,Giardia FBPA inh,Shiga inhibitor,Cycloheximide cs
C[C@@H]1C(=O)O[C@H]2C[C@@]34[C@H]5C[C@@H](C(C)(C)C)[C@]36[C@@H](OC(=O)[C@@H]6O)O[C@@]4(C(=O)O5)[C@]21O,19%,26%,0%,-4%,-7,-6
CCc1nnc(NS(=O)(=O)c2ccc(NS(=O)(=O)c3ccc(NC(C)=O)cc3)cc2)s1,.,29%,-6%,16%,-12,-2
COc1c(C)cc(C(=O)C2CCCN(C(=O)Cn3nc(C)nc3C)C2)cc1C (stereo unspecified),5%,42%[activator],8%,0%,14,-3
COc1cccc(CN(CC(=O)NC2CCCC2)C(=O)CCC(=O)Nc2cc(C)on2)c1,.,?,-1%,4%,-15,-2
COC(=O)C(O)(c1ccc(N(C)C(=O)OC(C)C)cc1)C(F)(F)F (stereo unspecified),.,6%,-7%,9%,6,10
CCc1ccc(N(C(=O)CNC(=O)c2ccco2)C(C(=O)NCC2CCCO2)c2ccccc2)cc1 (stereo unspecified),-27%,4%,.,-8%,14,-1
O=C(OCc1nnc(-c2ccccc2)o1)c1cccc(-n2cnnn2)c1,69%[activator],40%[activator],6%,.,.,.
CN(C)CCCNC(=O)c1ccc(Cl)c(S(=O)(=O)N(C)c2ccccc2)c1,.,-15%,6%,-10%,15,4
O=C(NCC1CCCO1)C1CCN(S(=O)(=O)c2ccccc2)CC1 (stereo unspecified),15%,?,-1%,7%,-8,-2
CC1(C)CC(=O)c2cc(OCC(=O)O)ccc2O1,22%,4%,-3%,9%,1,1
CC(C)CNC(=O)CCCSc1nc2ccccc2[nH]1,34%[activator],10%,4%,-1%,25,13
O=C(NCc1ccccc1)C1CCC(=O)N(CCCN2CCCC2=O)C1 (stereo unspecified),24%,59%[activator],-14%,3%,13,-2
O=C(O)c1c(C(=O)N2N=C3/C(=C/c4ccccc4)CCCC3C2c2ccccc2)cccc1[N+](=O)[O-] (stereo unspecified),?,-33%[5.75 µM],?,-4%,-9,3
CS(=O)(=O)N(CC(=O)N1CCOCC1)c1ccccc1Br,3%,-18%,4%,8%,-1,-3
C=CCc1cc(Cl)ccc1OCCCn1ccnc1,?,?,6%,?,-13,1

Continuation:
Molecule,Pf growth 48h,Pf growth 96h,Sm TGR inh,Giardia FBPA inh,Shiga inhibitor,Cycloheximide cs
O=c1[nH]c(N2CCCCC2)nc2ncn(Cc3ccccc3)c12,-23%,?,-1%,6%,3,-3
COc1ccc(/C=C/C(=O)OCC(=O)c2ccc[nH]2)cc1,12%,15%,-6%,.,.,.
COc1cc(C=O)ccc1OCCOCCOc1ccc(Cl)cc1,8%,6%,-3%,-1%,14,-3
COc1cc(CC(=O)OCC(=O)Nc2ccc(S(=O)(=O)N3CCCC3)cc2)cc(OC)c1OC,?,?,-1%,9%,1,-5
O=C(COc1ccccc1)NCC(c1ccco1)N1CCN(c2ccccc2)CC1 (stereo unspecified),-19%,-2%,3%,.,.,.
CCCCC(Br)C(=O)Nc1ccc(S(=O)(=O)Nc2cc(C)nc(C)n2)cc1 (stereo unspecified),31%[activator],15%,?,.,-8,-6
COC(=O)c1ccc(C(=O)N(Cc2ccccc2)c2ccccc2)cc1,?,-22%,-7%,8%,-7,-2
CCOC(=O)Cn1c(N2CCOCC2)nc2c1c(=O)[nH]c(=O)n2C,-7%,12µM*,2%,5%,8,-3
CCCOC(=O)CSC1=C(C#N)C(c2ccccc2Cl)CC(=O)N1 (stereo unspecified),.,?,0%,-6%,21,1
CN1CCN(c2ccc([N+](=O)[O-])cc2C(=O)c2ccc(Br)cc2)CC1,?,120%[activator],2%,2%,52,-6
O=C1c2ccccc2C(=O)C1c1nccc2ccccc12,71%[activator],9%,7%,-7%,97*,41*
CC(C)C(CCNC(=O)CN1C(=O)c2ccccc2C1=O)c1ccco1 (stereo unspecified),-2%,?,0%,4%,-9,2
Cc1ccccc1NC1(C#N)C(=O)Nc2ccccc21 (stereo unspecified),.,30%[activator],8%,-10%,-15,-1
CCOC(=O)C1CCN(C(=O)Cn2nc(C)n3cccc3c2=O)CC1,-1%,0%,0%,.,24,-4
COC(=O)c1ccc(C)c(NC(=O)CCc2ccc(OC)cc2)c1,-11%,-31%,5%,0%,20,10

Further compounds follow.
Molecule,Pf growth 48h,Pf growth 96h,Sm TGR inh,Giardia FBPA inh,Shiga inhibitor,Cycloheximide cs
Cc1[nH]ccc(=O)c1OCc1ccc(Cl)cc1,-17%,22%,4%,0%,4,-3
COc1cccc2c1OC(=O)CC2c1ccc(C)cc1 (stereo unspecified),.,.,.,29%[89.2 µM],i,6
CCc1cccc2sc(N3CCN(C(=O)c4ccc([N+](=O)[O-])o4)CC3)nc12,0.66µM*,0.52µM*,-22%,.,.,.
O=C(Nc1ccc([N+](=O)[O-])cc1)Nc1ccc2c(c1)OCCO2,181%[activator],-10%,2%,-2%,129*,55*
COC(=O)c1c(NC(=O)CC2SC(N)=NC2=O)sc(C)c1C (stereo unspecified),7%,?,.,-4%,-10,-4
